INS-1E GSIS act = primary screen for activators of insulin secretion dependent on glucose, INS-1E cells, GLuc reporter luminescence; actives 0.61% (n = 370,000); INS-1E GLuc reporter insulin secretion, 2-3 h; activation, % at 16.6 µM; AID 743287;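 active = lowest replicate activation of at least 40%, so every replicate reaches that level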;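 also: 0% = median of neutral control wells and 100% = median of IBMX positive control wells; some compounds called inactive have numbers as strong as hits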
miR122 inh = miR-122 inhibition in Huh7 cells; activation (reporter increase), % at 12.5 µM; Huh7 miR-122 Renilla luciferase sensor, 48 h; neutral wells = 0, positive control = 100; actives 0.3% (n = 340,000); AID 602342;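 active = mean replicate activation score at least 90 and every replicate individually at or above 90; inconclusive = only one of the two criteria met; inactive = neither criterion met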;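 also: higher luciferase means less miR-122 activity so hits act as miR-122 inhibitors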
Active calls of the source: *; ? = inconclusive. Some of the compounds tested (hit frequency here may not be typical).

nr	INS-1E GSIS act	miR122 inh	molecule
1	-17	5	CCCC(C(=O)n1nc(C)cc1C)C(NS(=O)(=O)c1ccc(C)cc1)c1ccccc1 (configuration not stated)
2	-13	3	CCC(=O)N1CCN(c2ccccc2NC(=O)COc2ccccc2Cl)CC1
3	14	10	COc1ccccc1C(=O)NCC(c1cccnc1)N(C)C (configuration not stated)
4	-8	-5	Cc1ccc(Cn2nnnc2CN2CCC(NC(=O)c3ccccc3F)CC2)cc1
5	3	4	COCCn1nnnc1C(c1ccccn1)N1CCN(c2cccc(C)c2C)CC1 (configuration not stated)
6	-11	4	CCC(=O)NCCSc1c[nH]c2ccccc12
7	1	-2	COc1ccc(C2CC(=O)C3=C(C2)NC(C)=C(C#N)C3c2ccc(N(C)C)cc2)cc1 (configuration not stated)
8	0	1	Cc1cc(Cl)ccc1N1C(=O)CC(SCCC(=O)O)C1=O (configuration not stated)
9	21	4	Cc1nn(CC(=O)NCc2ccc(Cl)cc2)c(C)c1[N+](=O)[O-]
10	12	-2	Cc1ccc(OCC(=O)n2nc(C)cc2C)c(C)c1
11	14	-1	COc1ccc(CCNC(=O)CSc2nc3ccccc3o2)cc1
12	7	0	CC(=O)NC1(NC(C)=O)CCN(C)C(c2ccccc2)C1C (configuration not stated)
13	1	-3	O=C1CCCC2=C1C(c1ccncc1)Nc1ccccc1N2 (configuration not stated)
14	6	-2	CCn1cc(C2Nc3ccccc3C(=O)N2O)c(C)n1 (configuration not stated)
15	1	0	O=C(c1ccc(Cl)cc1)N1CCCC(c2ccccc2)=N1
16	36	4	Cc1ccc2cc3cc(C(=O)NCCC(C)C)oc3nc2c1
17	12	-2	Clc1ccc(-n2cccc2/C=N/n2cnnc2)cc1
18	-6	8	O=C(CSc1nnnn1Cc1ccccc1)Nc1ccc2c(c1)OCCO2
19	-4	11	O=C(c1oc2ccccc2c1CSCc1ccccc1)N1CCN(c2ncccn2)CC1
20	-38	12	CC1=C(/C=N/Nc2ccc([N+](=O)[O-])cc2[N+](=O)[O-])C(C)(C)CCC1
21	28	-8	COc1ccc(-c2nc3nc(C)cc(=O)n3[nH]2)cc1
22	0	5	COC(=O)C1=C(N)Oc2cc(C)[nH]c(=O)c2C1c1cc(OC)c(OC)c(OC)c1 (configuration not stated)
23	-6	-11	Cc1ccc(-n2nc3c(=S)[nH]nc(C)c3c2C)cc1
24	26	-1	COc1ccc(NC(=O)N2CCC(O)(c3cccnc3)CC2)c(OC)c1
25	-4	-5	NS(=O)(=O)c1ccc(Nc2nc(-c3ccc(O)cc3)cs2)cc1
26	-4	-4	COc1ccccc1NC(=O)CN1CCN(c2ccccc2F)CC1
27	21	-9	NC(=O)c1sc2nc(-c3ccco3)ccc2c1N
28	11	-5	Cc1ccc(C(C#N)N2CCOCC2)cc1 (configuration not stated)
29	-18	5	O=C(NCc1ccc2c(c1)OCO2)c1ccc(-c2ccc(Cl)cc2)o1
30	18	-6	Cn1c(=O)c2c(ncn2CC(=O)Nc2ccccc2)n(C)c1=O
31	6	-6	c1ccc(-c2ccc(C3=Nn4c(Cn5nnc6ccccc65)nnc4SC3)cc2)cc1
32	-24	-2	CS(=O)(=O)N(CC(=O)N1CCN(c2cccc(Cl)c2)CC1)c1cccc(F)c1
33	-22	?	O=C(N/N=C/c1cccc(F)c1)c1csc2c1CCCC2
34	22	-3	CCCCCN(C(=O)NC(=O)Nc1nncs1)S(C)(=O)=O
35	15	-5	CCOC(=O)CCC(=O)NCc1ccc2[nH]c(C)cc2c1
36	21	-4	CC(CN1CCOCC1)OC(=O)c1cccs1 (configuration not stated)
37	4	-4	O=C(CN(Cc1ccc2c(c1)OCO2)C(=O)CNS(=O)(=O)c1ccccc1)NCC1CCCO1 (configuration not stated)
38	8	-2	NS(=O)(=O)c1cc(C(=O)OCC(=O)NC2CC2)ccc1Cl
39	20	-7	O=S(=O)(CCc1nc2ccccc2o1)c1ccc2ccccc2c1
40	11	-2	COC(=O)c1nn(-c2ccc3c(c2)OCO3)cc1O
41	-13	-3	COc1nc(-c2ccc(C)cc2)ccc1-c1noc(-c2ccco2)n1
42	16	-5	COc1cc(C(=O)NCCC(C)C)c([N+](=O)[O-])cc1OC
43	30	-5	Cc1cc(C)nc(/N=C(\N)Nc2ccc(C)c([N+](=O)[O-])c2)n1
44	-5	3	COc1ccc(CN(C(=O)c2oc3ccccc3c2C)C2CCS(=O)(=O)C2)cc1 (configuration not stated)
45	-39	-10	O=C(Nc1cccc(Cl)c1)Nc1ccccc1C(=O)NCc1ccco1
46	26	1	CCOC(=O)c1c2n(c3ccc(O)cc13)CCC2
47	5	-6	CCOC(=O)Cc1nn2c(=O)cc(C)nc2s1
48	1	8	O=C(c1ccncc1)N(Cc1cc2ccccc2[nH]c1=O)C1CCCCC1
49	-19	0	CSc1nnc(Cc2sc(-c3ccccc3)nc2-c2ccccc2)o1
50	50	-3	COC(=O)c1cc(C#N)c(NCc2ccc(Cl)cc2Cl)nc1C
51	-13	-3	CCCCOC(=O)Nc1ccc(C)c(Cl)c1
52	9	1	Cc1noc(C)c1COC(=O)[C@H](C)NS(=O)(=O)c1ccc(Cl)c(Cl)c1
53	-6	-10	N#CC1=C2SCN(Cc3ccccc3)CN2C(=O)CC1c1ccc2c(c1)OCO2 (configuration not stated)
54	7	-2	O=C(Nc1ccc2nc(-c3cccs3)[nH]c2c1)c1ccco1
55	-2	-5	CCOc1ccc(C(=O)NCC(=O)OCC(=O)N2CCC(C)CC2)cc1
56	11	1	CCN(CCO)Cc1cc(=O)oc2c(C)c(C)ccc12
57	5	4	CC1C(=NO)C(C)C(c2ccccc2)NC1c1ccccc1 (configuration not stated)
58	2	5	CC1CCc2nc(NC(=O)C3CC3)sc2C1 (configuration not stated)
59	-8	9	O=C(NCc1ccccc1)c1c[nH]c2ccc(S(=O)(=O)Nc3ccc4c(c3)OCCO4)cc2c1=O
60	10	-2	CCOC(=O)C1CCN(c2cc(=O)n(-c3ccccc3Cl)c(=O)[nH]2)CC1

(list continues)
nr	INS-1E GSIS act	miR122 inh	molecule
61	-1	2	CC1CC(CC(C)C(=O)Nc2nncs2)C(=O)O1 (configuration not stated)
62	-9	-1	Cc1ccc(Nc2nc(C(=O)N3CCC(C(=O)NCCN4CCOCC4)CC3)cs2)cc1
63	-12	0	CCOC(=O)CC(Nc1nc(N2CCOCC2)nc(N2CCOCC2)n1)c1ccccc1Cl (configuration not stated)
64	8	4	COc1ccc(CNC(=O)NC(C)(C)c2cccc(C(C)(C)NC(=O)NCc3ccc(OC)cc3)c2)cc1
65	-8	-4	O=C(CN1CCN(S(=O)(=O)c2ccc(Br)cc2)CC1)Nc1ccccc1F
66	-6	2	Cc1cc(C)c2c(c1)-c1c(ssc1=S)C(C)(C)N2C(=O)CSc1nncn1C
67	-12	4	CC(=O)Nc1coc2ccc(Br)cc12
68	5	-6	C=CCNc1sc(C(=O)c2ccccc2)c(N)c1C#N
69	36	-9	C=CCC1(C)C(=O)N(c2ccccc2)c2ccccc21 (configuration not stated)
70	-10	5	CCC(=O)Nc1nc2ccc(NC(C)=O)cc2s1
71	6	2	Cc1ccccc1OCc1nnc(SCC(=O)Nc2ccc3c(c2)OCO3)n1C
72	18	-6	C/C(CCc1ccc2c(c1)OCO2)=N\NC(=O)c1ccccc1Cl
73	54*	-3	O=c1c2ccccc2nc(-c2ccco2)n1/N=C/c1ccco1
74	24	3	CC(=O)/C(=N\Nc1cccc(Cl)c1)Sc1cccc2cccnc12
75	-1	-2	O=C(CN(C(=O)CCC(=O)Nc1nccs1)c1ccc(F)cc1)NCc1ccco1
76	34	-46	O=[N+]([O-])c1ccc(O)c(/C=N/Nc2ccc(Cl)nn2)c1
77	19	-2	COC(=O)C1=C(C)N(CCc2ccc(OC)c(OC)c2)C(=O)C1
78	17	1	CC(=O)Nc1ccc(Oc2cc(C#N)c(C#N)cc2N2CCOCC2)cc1
79	13	-1	Cc1ccccc1Nc1nc(N)nc(CSc2nnc(-c3ccccc3)n2C)n1
80	2	-6	CCOc1ccccc1CNC(=O)C1CCN(C(=O)c2sccc2-n2cccc2)CC1
81	-3	-2	O=C(NCC1CCCCC1)c1ccco1
82	5	2	O=C(c1ccc(F)cc1)N1CCN(C2CC3CCC2C3)CC1 (configuration not stated)
83	20	-7	CCOC(=O)C1CCCN(C(=O)Cc2ccc(Cl)cc2)C1 (configuration not stated)
84	-23	8	CCC(C)(C)n1nnnc1C(c1cccc(C#N)c1)N1CCN(c2cccc(C)c2C)CC1 (configuration not stated)
85	-7	-3	CC(C)(C)n1nc2c(c1NC(=O)c1cccc(C(F)(F)F)c1)CS(=O)C2 (configuration not stated)
86	-25	-2	O=C(c1ccncc1)c1ccc(N2CCN(C3CC(=O)N(Cc4ccccc4)C3=O)CC2)cc1 (configuration not stated)
87	-1	-4	CCOc1ccccc1N(CC(=O)NCC1CCCO1)C(=O)CCC(=O)Nc1ccccn1 (configuration not stated)
88	-25	7	CC(C)Nc1nc(SCC(=O)Nc2ccccc2)nc(N2CCOCC2)n1
89	4	-8	CCOC(=O)CC1C(=O)NC2CCCCC2N1C(=O)Nc1ccc(Cl)cc1 (configuration not stated)
90	21	1	CCOc1ccc(N2C(=O)/C(=C/c3cccs3)N(CC(=O)OC)C2=S)cc1
91	-19	6	COc1ccc(C2CC2/C(=N/OC(=O)c2cccs2)c2ccccc2)cc1 (configuration not stated)
92	0	-8	O=C(CCCCCN1C(=O)c2cccc3cccc(c23)C1=O)N1CCOCC1
93	11	-10	O=C(NNC(=O)C1CCCCC1)c1cnccn1
94	1	0	Cc1cccc(OCc2nnc(N)s2)c1
95	7	20	Cc1ccc2nc(-c3ccccc3Cl)cc(C(=O)Nc3cc(C)on3)c2c1
96	3	0	CCCNC(=O)c1ccc(CNc2c(N3CCC(C(=O)OCC)CC3)c(=O)c2=O)cc1
97	-9	-6	O=S1(=O)C=CC(Sc2nc3ccccc3[nH]2)C1 (configuration not stated)
98	-21	0	Cc1ccsc1C1Nc2ccc3ncccc3c2C2=C1C(=O)CCC2 (configuration not stated)
99	15	-1	CC(C)OC(=O)n1c(=S)oc2ccccc21
100	55*	-2	COc1ccc(-c2ccc(-c3noc(-c4ccco4)n3)c(OC)n2)cc1

Some of the entries so far, as tab-separated lines:
#	canonical_smiles	INS-1E GSIS act	miR122 inh
84	CCC(C)(C)n1nnnc1C(c1cccc(C#N)c1)N1CCN(c2cccc(C)c2C)CC1 (configuration not stated)	-23	8
85	CC(C)(C)n1nc2c(c1NC(=O)c1cccc(C(F)(F)F)c1)CS(=O)C2 (configuration not stated)	-7	-3
86	O=C(c1ccncc1)c1ccc(N2CCN(C3CC(=O)N(Cc4ccccc4)C3=O)CC2)cc1 (configuration not stated)	-25	-2
87	CCOc1ccccc1N(CC(=O)NCC1CCCO1)C(=O)CCC(=O)Nc1ccccn1 (configuration not stated)	-1	-4
88	CC(C)Nc1nc(SCC(=O)Nc2ccccc2)nc(N2CCOCC2)n1	-25	7
89	CCOC(=O)CC1C(=O)NC2CCCCC2N1C(=O)Nc1ccc(Cl)cc1 (configuration not stated)	4	-8
90	CCOc1ccc(N2C(=O)/C(=C/c3cccs3)N(CC(=O)OC)C2=S)cc1	21	1
91	COc1ccc(C2CC2/C(=N/OC(=O)c2cccs2)c2ccccc2)cc1 (configuration not stated)	-19	6
92	O=C(CCCCCN1C(=O)c2cccc3cccc(c23)C1=O)N1CCOCC1	0	-8
93	O=C(NNC(=O)C1CCCCC1)c1cnccn1	11	-10
94	Cc1cccc(OCc2nnc(N)s2)c1	1	0
95	Cc1ccc2nc(-c3ccccc3Cl)cc(C(=O)Nc3cc(C)on3)c2c1	7	20
96	CCCNC(=O)c1ccc(CNc2c(N3CCC(C(=O)OCC)CC3)c(=O)c2=O)cc1	3	0
97	O=S1(=O)C=CC(Sc2nc3ccccc3[nH]2)C1 (configuration not stated)	-9	-6
98	Cc1ccsc1C1Nc2ccc3ncccc3c2C2=C1C(=O)CCC2 (configuration not stated)	-21	0
99	CC(C)OC(=O)n1c(=S)oc2ccccc21	15	-1
100	COc1ccc(-c2ccc(-c3noc(-c4ccco4)n3)c(OC)n2)cc1	55*	-2

Additional entries follow.
nr	INS-1E GSIS act	miR122 inh	molecule
101	2	-3	CC(C)C(NC(=O)C1CCCCC1)C(=O)NC1=NCCS1 (configuration not stated)
102	-9	3	COC(=O)C1=CN(C(C)C)C=C(C(=O)OC)C1c1cc(Br)c(OC)c(OC)c1
103	-6	1	COc1ccccc1-n1cnnc1SCC(=O)N1CC(=O)Nc2ccccc21
104	-3	-4	C=CCN1C(=O)C2C(C(=O)NCc3ccccc3)C3C=CC2(O3)C1C(=O)NC(C)(C)C (configuration not stated)
105	-3	-2	COc1ccc(NC(=O)C2CCC(C)(C(=O)O)C2(C)C)cc1 (configuration not stated)
106	4	-7	COC(=O)c1ccccc1CSc1nsc(/C=C/N(C)C)c1C#N
107	-13	-1	O=C(CCNC(=O)c1ccccc1)Oc1ccc([N+](=O)[O-])cc1
108	9	-7	c1ccc(-c2nc(NCc3ccco3)c3ccccc3n2)nc1
109	-32	11	CCOC(=O)CSC1=C(C#N)C(c2ccc(Cl)cc2)C(C(=O)OC)C(=O)N1 (configuration not stated)
110	0	9	O=C(Nc1ccc(-c2csc(-c3ccccc3)n2)cc1)c1ccccc1Cl
111	1	7	S=C(Nc1cccc2ccccc12)NN1CCOCC1
112	-2	-2	O=c1oc2ccc3ccccc3c2cc1-c1nc2ccccc2o1
113	-1	-8	O=C(NCc1ccccc1)c1ccc2c(=O)n(CC3CCCO3)c(=S)[nH]c2c1 (configuration not stated)
114	7	2	CC12CN3CC(C)(CN(C1)C3c1ccc(Br)cc1)C2=O (configuration not stated)
115	8	-4	O=C(Nc1nc2c(c(=O)[nH]1)CCCC2)C1CC1
116	-4	-5	CC1(C)Oc2ccc(C(=O)N3CCOCC3)cc2N(CC(=O)N2CCOCC2)C1=O
117	32	9	OCc1n[nH]c(CO)n1
118	2	-1	CN(CC(=O)NCc1cccs1)S(=O)(=O)c1cccc2nsnc12

Screening data from PubChem BioAssay.
